TNAP act hi DEA = increases human TNAP activity under high phosphate acceptor concentration; P05186; purified TNAP, CDP-star luminescence, 1 M DEA, 30 min; hits give high values; 0 = EDTA background, 1 = DMSO-only activity; activation factor at 20 µM; AID 1136; 200,000 tested, under 10 active;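 active means activation factor at least 2 at 20 µM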
Target sequence (P05186 whole entry, looked up): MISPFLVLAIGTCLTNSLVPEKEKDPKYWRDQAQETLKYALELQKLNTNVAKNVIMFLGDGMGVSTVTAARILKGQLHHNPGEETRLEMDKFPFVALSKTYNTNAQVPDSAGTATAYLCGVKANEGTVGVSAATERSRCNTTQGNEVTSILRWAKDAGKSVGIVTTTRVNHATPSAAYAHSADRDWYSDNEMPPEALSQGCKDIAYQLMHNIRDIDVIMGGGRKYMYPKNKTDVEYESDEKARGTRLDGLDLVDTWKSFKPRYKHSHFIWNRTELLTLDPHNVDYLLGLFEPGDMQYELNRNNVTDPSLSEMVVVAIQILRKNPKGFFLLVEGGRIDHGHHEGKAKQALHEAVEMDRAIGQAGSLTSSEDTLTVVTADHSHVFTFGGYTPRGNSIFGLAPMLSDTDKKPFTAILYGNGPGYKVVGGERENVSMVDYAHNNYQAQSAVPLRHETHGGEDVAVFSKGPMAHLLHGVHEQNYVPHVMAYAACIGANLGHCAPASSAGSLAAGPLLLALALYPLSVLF
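Assay system: human TNAP; Input: enzyme diluted 1/800 final; Reagent: CDP-star luminogenic substrate at 100 µM final; Timing: 30 min, room temperature; Signal: luminescence; Evaluation: TNAP activation factor scaled between EDTA and DMSO control wells.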
PMI act satM6P = activators of human phosphomannose isomerase at near-saturating mannose 6-phosphate; P34949; coupled PMI enzyme assay, resazurin fluorescence, 20 min; hits give high values; 1 = untreated enzyme, 0 = substrate-free blank; activation factor at 20 µM; 190,000 tested, 0.34% active; AID 1216;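 active means activation factor of 2 or more at 20 µM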
Target sequence (P34949 whole entry, looked up): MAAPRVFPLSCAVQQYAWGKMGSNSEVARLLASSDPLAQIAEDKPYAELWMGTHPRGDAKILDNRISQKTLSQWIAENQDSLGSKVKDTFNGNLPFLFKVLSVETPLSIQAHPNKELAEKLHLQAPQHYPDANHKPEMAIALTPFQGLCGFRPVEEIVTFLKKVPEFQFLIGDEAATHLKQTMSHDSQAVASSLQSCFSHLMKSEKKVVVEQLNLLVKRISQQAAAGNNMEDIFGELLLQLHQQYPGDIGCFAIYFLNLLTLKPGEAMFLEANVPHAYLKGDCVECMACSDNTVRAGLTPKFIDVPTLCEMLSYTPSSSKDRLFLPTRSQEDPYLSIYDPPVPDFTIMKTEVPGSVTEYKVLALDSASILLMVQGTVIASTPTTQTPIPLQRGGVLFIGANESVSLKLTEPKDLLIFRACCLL
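Test system: human PMI in coupled enzyme assay; Input: PMI at 15 ng/mL final; Medium: HEPES buffer, pH 7.4; Schedule: 20 min incubation at room temperature; Technique: resorufin fluorescence at Ex 544/Em 590 nm; Compound: 20 µM single dose; Probe or stimulus: Near-saturating mannose-6-phosphate, 1.0 mM.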
PMI act = phosphomannose isomerase (human) activation; P34949; activation factor at 20 µM; purified human PMI, coupled resazurin fluorescence, 20 min; hits give high values; 1 = vehicle control, 0 substrate-free wells; 190,000 tested, 0.005% active;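 active means activation factor of 2 or more at 20 µM, relative to plate controls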
Diaphorase act = activates diaphorase or chemically reduces, flagging diaphorase assay artifacts; Diaphorase/resazurin coupled assay, resorufin fluorescence, 16 min; hits give high values; 1 = vehicle wells, 0 = NADH-free wells; activation factor at 20 µM; 190,000 tested, 0.005% active; AID 1229;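 active means diaphorase activity raised at least twofold by the compound at 20 µM; inactive means activation factor below 2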
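test system = bacterial diaphorase enzyme (C. kluyveri) | quantity = enzyme 0.07 U/mL final | reagent = NADH substrate 0.114 mM plus resazurin dye 0.1 mM, final | incubation = 16 min enzyme reaction, ambient temperature | buffer or medium = HEPES pH 7.4 buffer with MgCl2 and Tween 20 | signal = fluorescence of resorufin, 544 nm excitation, 590 nm emission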
FLuc stim CS = affects firefly luciferase, flagging false hits in luciferase stimulation screens; P08659; ATPlite luciferase biochemical, luminescence, 10 min; 0 = ATP-free wells, 1 = DMSO control; activation factor at 10 µM; 200,000 tested, under 10 active; AID 1027;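 active means luciferase activation factor, scaled between plate controls, of at least 2 with compound at 10 µM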
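Material: Luciferase/luciferin reagent mix | Doses: Test compounds dosed from 2 mM stocks in 100% DMSO | Timing: 10 min incubation after luciferase reagent addition, room temperature | Measured by: Luminescence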
G6PDH CS = inhibits Leuconostoc G6PDH, flagging false hits in G6PDH-based assays | inhibition, % at 5 µM | Purified L. mesenteroides G6PDH, diaphorase/resazurin coupled fluorescence, 45 min | 200,000 tested, 0.12% active; in the data active means inhibition above about 50%
Efa HMGR inh = inhibitors of class II HMG-CoA reductase from Enterococcus faecalis; purified E. faecalis HMGR, NADPH absorbance 340 nm kinetic; inhibition, % at 10 µM; 190,000 tested, 0.41% active;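 active means inhibition above a set limit, the median over all tested compounds plus 3 SD, cut at about 9.5% in these data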;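 further: enzyme runs in reverse so mevalonate oxidation gives rising NADPH absorbance; 0% = complete reaction with DMSO and 100% = background rate lacking mevalonate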
TNAP inh hi DEA = blocks human TNAP under high phosphate acceptor concentration. P05186. purified TNAP, CDP-star luminescence, 1 M DEA. inhibition, % at 20 µM. 200,000 tested, 0.03% active. AID 1135;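 active means over 50% inhibition of tissue-nonspecific alkaline phosphatase at 20 µM in the single-dose screen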;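 further: plate controls were DMSO wells for no effect and EDTA-quenched wells as full inhibition for full effect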
TNAP inh no acc = inhibitors of human TNAP without phosphate acceptor; P05186; purified TNAP, CDP-star luminescence, 30 min; 200,000 tested, 0.26% active; inhibition, % at 20 µM;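 active means tissue-nonspecific alkaline phosphatase inhibition above about 50% at 20 µM in the single-dose screen, limit read from the data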;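 further: 0% = DMSO negative control and 100% = EDTA positive control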
Diaphorase inh = counter-screen for diaphorase-based assays: diaphorase inhibitors and chemical oxidizers; diaphorase resazurin-to-resorufin fluorescence, NADH, 16 min; bacterial (C. kluyveri) enzyme, not human; inhibition, % at 20 µM; 190,000 tested, 0.69% active;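 active means primary screen inhibition at 20 µM above a set limit, cut at about 50% in these data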;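 further: plate controls were DMSO with full reaction for no effect and wells lacking NADH for full effect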
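controls = No-NADH positive control and DMSO neutral control | system = Clostridium kluyveri diaphorase enzyme | timing = reaction incubation of 16 min at room temperature | signal = resorufin fluorescence 544/590 nm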
Numbers without * were called inactive; · = no result given.

SMILES	TNAP act hi DEA	PMI act satM6P	PMI act	Diaphorase act	FLuc stim CS	G6PDH CS	Efa HMGR inh	TNAP inh hi DEA	TNAP inh no acc	Diaphorase inh
COC(=O)c1cc(C(=O)OC)n(Cc2ccc(F)cc2)n1	1	1	1	0.9	1.1	12	-2	2	-11	10
CC1Cc2ccccc2N1C(=O)COC(=O)C1(c2ccccc2F)CCCC1 (configuration not stated)	1	0.9	0.8	0.9	1	-4	-2	-4	-13	13
CC1C/C(=N\NC(=S)NCc2ccccc2)CC(C)(C)C1 (configuration not stated)	1	1.1	1	0.9	1	9	-1	0	2	12
C=CCSc1nnc(-c2cccnc2)o1	1.1	0.8	0.8	0.8	1	10	-8	-6	-17	21
Cc1cc(C)c(NC(=O)COC(=O)c2ccc([N+](=O)[O-])s2)c(C)c1	1	1	1	1	1	9	-3	-2	-5	3
Cc1ccc(C(=O)NNC(=O)Cc2ccccc2)cc1	1	1	1	1	1	7	-1	-3	-17	5
CCCC(C)NC(=O)CSc1nnc2ccccn12 (configuration not stated)	1	1	1.1	0.8	1	6	-5	-4	-1	16
Cc1cc(=O)oc2cc(OCC(=O)NCCc3nc4ccccc4[nH]3)ccc12	1	1.1	1	0.8	0.9	10	0	-2	-5	15
COc1ccc(C(=O)NNC(=O)CSc2nc3c([nH]2)c(=O)n(C)c(=O)n3C)cc1	1	1	1	1.1	1	5	4	-1	-98	-11
Cc1ccc(-n2ncc(C(=O)O)c2C2CCN(C(=O)OC(C)(C)C)CC2)cc1	1	1	1.1	1	1	5	-2	0	3	4
CCOC(=O)N1CCC(n2c(SCC(=O)Nc3ccccc3OC)nc3ccccc3c2=O)CC1	1.1	0.8	0.7	0.7	1.1	4	3	-6	-9	30
O=C(/C=N/O)NCCN1CCCCC1	1.1	1	1	1	1	20	-8	-8	-11	-4
CCCN1Cc2cccc(C(=O)NCc3ccccc3OC)c2C1=O	1	1	0.9	0.9	1	3	-13	-2	-6	7
CCC(C)NC(=O)Nc1ccc(Br)cc1Cl (configuration not stated)	1.1	1	1	0.9	1.1	2	-5	-10	-16	14
Cc1c(-c2ccc(F)cc2)[n+](=O)c2c(n1[O-])CCCCC2	1.1	1.1	1.1	1	1.1	-2	1	-5	-6	1
CCCOc1ccc(OCCSc2nnc(N)s2)cc1	1	1	0.9	0.9	0.9	-1	-1	2	-4	9
Cc1ccccc1-c1nc(CS(=O)(=O)CC(=O)Nc2cc(F)ccc2F)c(C)o1	1	0.8	0.8	0.7	1	-36	2	-1	-4	26
CCc1ccc(CN(C)Cc2nc(COc3ccccc3)no2)nc1	1	1	0.9	0.9	1	18	-4	-2	-6	6
Cc1cc(C)cc(N(CC(=O)NC2CCCCC2)C(=O)CCC(=O)Nc2cc(C)ccn2)c1	1.1	0.8	0.8	0.8	1	12	·	-6	-11	15
O=C(CCN1C(=O)C2C3C=CC(C4CC34)C2C1=O)Oc1cccc2cccnc12 (configuration not stated)	1	0.7	0.8	0.8	1	53*	-3	-4	-5	24
O=C(CCS(=O)(=O)Cc1ccccc1)N1CCN(Cc2ccccc2)CC1	1.1	1.2	1.1	0.8	1	-18	-1	-7	-16	20
CCC(C(=O)OCC(=O)Nc1ccc(OC)cc1OC)c1ccccc1 (configuration not stated)	1.1	0.9	0.9	0.8	1	2	-6	-5	-17	19
COc1ccccc1NC(=O)c1cc2ccccc2o1	1	0.9	1	0.9	0.7	0	0	-2	-10	12
CCCN1CCC(N2CCCC(C(=O)O)C2)CC1 (configuration not stated)	1	1.2	1.3	0.9	1	4	-3	2	-9	7
COc1ccc(CNc2ncnc3cc(OC)c(OC)cc23)cc1	1	1	1.1	1.1	0.9	-18	1	4	3	-12
O=c1c2c(nc3c(-c4cccc5ccccc45)c[nH]n13)CCC2	1	1.1	0.9	1	1	-10	-2	4	4	-2
COc1ccc(CCNC(=O)c2nnn(-c3cc(C)cc(C)c3)c2N)cc1OC	1.1	1	0.9	1	1	2	-4	-5	-10	0
CCOc1cc(C(N)=O)cc(Br)c1OCc1ccccc1	1.1	1.1	1	0.9	1	3	-4	-6	-9	11
Cc1ccc(NC(=O)CN(C)C(=O)C2COc3ccccc3O2)cc1 (configuration not stated)	1	1.1	1	0.9	1	-1	1	-2	-10	13
Nc1ccc2nc(-c3ccc(Cl)cc3)[nH]c2c1	1	0.8	0.9	0.9	0.2	4	-8	0	-9	10
COc1oc(-c2ccccc2)nc1C(F)(F)F	1	1	0.9	1	1	7	1	-1	-5	-3
O=C(CN1CCOCCOCCN(CC(=O)Nc2ccccc2)CCOCC1)Nc1ccccc1	1	1.2	1.3	1.1	1	3	5	-1	-12	-5
Cc1ccc(/C=C/C(=O)Nc2ccc(S(N)(=O)=O)cc2)o1	1	1	1	1	1	1	-1	0	2	3
COCCNC(=O)C(=O)c1c(-c2ccccc2)[nH]c2ccccc12	1	0.9	0.9	0.8	1.1	5	1	-3	-14	18
c1cnc2c(C3NCCc4c3[nH]c3ccccc43)cccc2c1 (configuration not stated)	1	0.9	0.9	1.1	1	8	-2	-1	-3	-15
Clc1ccc(-n2nnnc2SCc2c(-c3ccccc3)nc3sccn23)cc1	1.1	1.1	1.1	0.7	1.1	14	-7	-10	-8	26
CSc1nc(Oc2cccc(C(F)(F)F)c2)cc(C(F)(F)F)n1	1.1	0.9	0.9	0.9	1	14	-9	-7	-6	11
CCOC(=O)C(CCC#N)(CCC#N)C(=O)OCC	1	0.9	0.9	0.8	1	4	0	-1	-11	17
O=C(CNc1ccccc1Cl)N/N=C1\CCCc2ccccc21	1	0.9	0.9	0.9	1.1	6	-7	-3	-7	7
Cc1cccc2sc(NNC(=O)c3ccc(S(=O)(=O)N4CCCC(C)C4)cc3)nc12 (configuration not stated)	1	1.2	1.1	0.9	1	11	-8	4	-7	14
Cc1ccc(OCCCC(=O)NC(C)c2ccccc2)cc1 (configuration not stated)	1	1	0.9	0.9	1	4	-6	-2	-6	11
O=C1c2ccccc2C(=O)N1CC1c2ccccc2CCN1C(=O)CN1CCOCC1 (configuration not stated)	1	0.9	1	0.8	1.1	2	-4	1	-7	16
O=C(NCCOCc1ccccc1)C(c1ccccc1)c1ccccc1	1	1	1	1	1.1	-1	1	-3	-9	-3
CC1(C)C(C=C(Cl)Cl)C1C(=O)N1CCN(Cc2ccccc2)CC1 (configuration not stated)	1.1	1	1.1	0.9	1.1	8	-2	-8	-13	9
COc1ccc(Cn2cccc(NC(=O)Nc3ccc(F)cc3)c2=O)cc1	1	0.7	0.9	0.8	1	18	-4	-5	-3	20

9 compounds from above, sorted by count of non-hydrogen atoms, descending.
SMILES	TNAP act hi DEA	PMI act satM6P	PMI act	Diaphorase act	FLuc stim CS	G6PDH CS	Efa HMGR inh	TNAP inh hi DEA	TNAP inh no acc	Diaphorase inh
Cc1cccc2sc(NNC(=O)c3ccc(S(=O)(=O)N4CCCC(C)C4)cc3)nc12 (configuration not stated)	1	1.2	1.1	0.9	1	11	-8	4	-7	14
COc1ccc(Cn2cccc(NC(=O)Nc3ccc(F)cc3)c2=O)cc1	1	0.7	0.9	0.8	1	18	-4	-5	-3	20
O=C(NCCOCc1ccccc1)C(c1ccccc1)c1ccccc1	1	1	1	1	1.1	-1	1	-3	-9	-3
COCCNC(=O)C(=O)c1c(-c2ccccc2)[nH]c2ccccc12	1	0.9	0.9	0.8	1.1	5	1	-3	-14	18
CSc1nc(Oc2cccc(C(F)(F)F)c2)cc(C(F)(F)F)n1	1.1	0.9	0.9	0.9	1	14	-9	-7	-6	11
Cc1ccc(OCCCC(=O)NC(C)c2ccccc2)cc1 (configuration not stated)	1	1	0.9	0.9	1	4	-6	-2	-6	11
Cc1ccc(/C=C/C(=O)Nc2ccc(S(N)(=O)=O)cc2)o1	1	1	1	1	1	1	-1	0	2	3
CCOC(=O)C(CCC#N)(CCC#N)C(=O)OCC	1	0.9	0.9	0.8	1	4	0	-1	-11	17
COc1oc(-c2ccccc2)nc1C(F)(F)F	1	1	0.9	1	1	7	1	-1	-5	-3

(cont.)
SMILES	TNAP act hi DEA	PMI act satM6P	PMI act	Diaphorase act	FLuc stim CS	G6PDH CS	Efa HMGR inh	TNAP inh hi DEA	TNAP inh no acc	Diaphorase inh
O=C1CN=C(Nc2cccc(C(F)(F)F)c2)N1C1CCCC1	1	1	1	0.9	1	-14	2	-2	-9	13
CC(=O)Oc1c(C)cc(O)c2ccccc12	1.1	0.8	0.7	0.7	1	51*	-2	-6	-14	33
O=C(CN1CCN(c2ccc(F)cc2)CC1)NCC1CCCO1 (configuration not stated)	1.1	0.9	0.9	0.8	1.1	4	-4	-9	-12	24
CCOc1ccc(N(CC(=O)NCc2ccccc2)S(C)(=O)=O)cc1	1	1	1	0.9	1	-4	-3	-4	-9	14
O=C(NCCc1ccccc1)C1CCN(C(=O)c2ccc([N+](=O)[O-])cc2)CC1	1	1.1	1.1	1.1	1.1	8	0	-5	-8	-14
COc1ccc2nc(SCC(=O)Nc3ccccc3C#N)[nH]c2c1	1	0.9	1	0.8	1.1	6	-4	-5	8	16
Cc1c(C(=O)Nc2ccc(-n3cnnn3)cc2)oc2ccccc12	1	0.9	0.9	0.8	1	-1	-2	-3	-6	21
CCCc1nnc(-c2cc(OC)c(OC)c(OC)c2)o1	1	1.1	1	1	1	-3	-4	2	-3	4
CCOC(=O)Cn1cc(/C=N/N2C(=O)C3C4C=CC(C4)C3C2=O)c2ccccc21 (configuration not stated)	1	1	1.1	1.1	0.8	9	-9	-1	-6	-10
COC(=O)c1cn(Nc2ncc(C(F)(F)F)cc2Cl)c(=O)c2ccccc12	1	1	1	1	1	11	3	-5	-16	2
CC(/C=N/NC(=O)c1ccc(CN2c3cccc4cccc(c34)S2(=O)=O)cc1)c1ccccc1 (configuration not stated)	1	0.8	0.8	0.7	1.1	-24	2	-3	-13	33
CCN(CC)S(=O)(=O)c1cc(NC(=O)COc2ccc(C#N)cc2OC)ccc1C	1.1	0.9	0.9	0.8	1.1	5	-2	-5	-25	21
Cc1ccc(C2C(C(N)=S)=C(N)OC3=C2C(=O)CC(C)(C)C3)cc1 (configuration not stated)	0.9	0.8	0.8	0.8	1	-12	-2	9	-35	20
CCC1=Nc2ccccc2NC2=C1C(=O)CCC2	1	1.7	1.3	0.7	1	10	-3	3	-7	29
